From PubChem
VP16 counter: VP16 counterscreen qHTS for inhibitors of ROR gamma transcriptional activity | Drosophila S2 Gal4-VP16 UAS-luciferase, luminescence, 20 h | 3.5% of 310,000 active | Potency, µM (doses to about 53.6 µM), for inactives: at the top dose activity, negative = inhibition, actives largely listed as inhibitors;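 note: Gal4-VP16 expression switched on by copper sulfate through the metallothionein promoter; potency is the fitted concentration of half-maximal effect; % is set by controls: 0 for no effect and ±100 for the full control effect; nearly all actives have a fitted effect of over 50% in size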
p53 reactivator: qHTS assay for re-activators of p53 using a Luc reporter. AID 504706, 2011. 0.063% of 320,000 active. H1299 p53-A138V BP100-luciferase reporter, luminescence, 24 h. Potency, µM (highest dose often 92.2 µM), inactives show top-dose activity change, positive = activation, actives largely listed as activators; note: potency is the fitted concentration of half-maximal effect; % of control where 0% means no effect; nearly all actives have a fitted effect of over 45% in size
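H1299 (p53-null), stable ts p53-A138V + BP100-Luc; 1000 cells/well, Opti-MEM/10% FBS; cpd 4 pt, 1:5; 24 h, 37 deg C, 5% CO2; detection reagent 10 min RT; luminescence.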
Tb PFK inh: qHTS Assay to Find Inhibitors of T. brucei phosphofructokinase | ATP-dependent 6-phosphofructokinase (Trypanosoma brucei brucei), O15648 | T. brucei PFK, ADP-Glo luminescence | Potency, µM (highest dose often 57.5 µM), inactives show top-dose activity, negative = inhibition, usual class: inhibitors | 0.17% of 330,000 active;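 note: potency is the fitted concentration of half-maximal effect; 0% = uninhibited 1x PFK enzyme wells and -100% = no-enzyme wells; nearly all actives have a fitted effect of over 60% in size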
Target sequence (O15648 whole entry, looked up): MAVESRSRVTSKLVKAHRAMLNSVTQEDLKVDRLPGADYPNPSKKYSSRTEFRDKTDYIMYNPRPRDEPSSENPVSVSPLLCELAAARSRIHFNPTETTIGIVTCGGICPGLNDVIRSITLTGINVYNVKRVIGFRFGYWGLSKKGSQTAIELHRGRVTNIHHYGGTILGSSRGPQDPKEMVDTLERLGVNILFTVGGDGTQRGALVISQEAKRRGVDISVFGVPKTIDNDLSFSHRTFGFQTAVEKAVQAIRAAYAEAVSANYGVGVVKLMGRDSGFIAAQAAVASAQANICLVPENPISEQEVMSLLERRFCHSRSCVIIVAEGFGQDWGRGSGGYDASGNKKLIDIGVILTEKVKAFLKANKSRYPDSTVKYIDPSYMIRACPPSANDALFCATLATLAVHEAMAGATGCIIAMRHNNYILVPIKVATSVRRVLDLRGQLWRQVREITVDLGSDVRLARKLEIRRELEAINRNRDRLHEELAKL
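Compounds were pin-transferred as a titration series up to 57 uM into substrate buffer (0.5 mM F6P, 0.1 mM ATP, pH 8.0), then 1.25 nM PFK was added and reactions ran 45 min before ADP-Glo detection.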
ELG1 genotox: qHTS screen for small molecules that induce genotoxicity in human embryonic kidney (HEK293T) cells expressing luciferase-tagged ELG1 | HEK293T ELG1-luciferase reporter, luminescence, 16 h | AID 504466, 2011 | Potency, µM (top dose mostly 46 µM), for the others: at the highest dose activity change, positive = activation, actives largely listed as activators | 1.3% of 330,000 active; note: potency is the fitted concentration of half-maximal effect; % of control where 0% means no effect; nearly all actives have a fitted effect of over 60% in size
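Screening used a luciferase reporter fused to human ELG1 in HEK293T cells. Luminescence was read on a CCD plate imager after 16 hr exposure and 30 min ONE-Glo incubation.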
NPC1 promoter act: qHTS Assay for NPC1 Promoter Activators. Potency, µM (top dose mostly 9.22 µM), inactives show at the top dose activation, hits mostly activators. 2.4% of 320,000 active. Huh7 NPC1 promoter luciferase reporter, 24 h;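 note: potency is the fitted concentration of half-maximal effect; % of control where 0% means no effect; nearly all actives have a fitted effect of over 60% in size; reporter is driven by a mutant NPC1 promoter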
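Huh7 reporter cells (NPC1 promoter driving luciferase) are dosed with compound for 24 h at 37 °C, 5% CO2; luciferase detection reagent is then added and luminescence measured after 10 min at ambient temperature.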
FLuc counter: qHTS profiling assay for firefly luciferase inhibitor/activator using purifed enzyme and Km concentrations of substrates (counterscreen for miR-21 project) | purified FLuc, Km substrates, luminescence inhibition | Luciferin 4-monooxygenase (Photinus pyralis), P08659 | 6.9% of 360,000 active | Potency, µM (doses to about 57.5 µM), for the others: at the top dose activity change, negative = inhibition, actives largely listed as inhibitors;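 note: potency is the fitted concentration of half-maximal effect; plate controls were vehicle for no effect and reference inhibitor for full effect; nearly all actives have a fitted effect of over 55% in size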
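Purified P. pyralis luciferase (10nM final) with 10uM D-luciferin and 10uM ATP (Km levels) in 50mM Tris acetate pH 7.5, 10mM Mg acetate, 0.01% Tween-20, 0.05% BSA; qHTS 6-point titration, ~60 µM downward; luminescence read.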
BRCA1 expr up: qHTS Assay to Identify Small Molecule Activators of BRCA1 Expression. MCF7-BRCA1-FFLuc reporter, luminescence, 48 h; response scale: scaled: vehicle 0%, 10 µM genistein 100%. Potency, µM (highest dose often 46.1 µM), for the others: at the highest dose activation, usual class: activators. 1.1% of 380,000 active. AID 624202, 2012; note: potency is the fitted concentration of half-maximal effect; nearly all actives have a fitted effect of over 80% in size; some results filed as inactive show a strong effect at the top dose
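MCF7-BRCA1-FFLuc, 2000 cells/well; 2 h attach, 37 °C/5% CO2; compound 48 h; luciferase substrate 15 min; luminescence end-point. Norm. to genistein 10 microM max activation and DMSO; concentration-response curves fitted.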
Rab9 prom act: qHTS Assay for Rab9 Promoter Activators. Huh7 Rab9 promoter-luciferase reporter, luminescence, 24 h. Potency, µM (titrated, usually from 9.22 µM), for the others: top-dose activation, negative = inhibition, hits mostly activators. 2.8% of 320,000 active; note: potency is the fitted concentration of half-maximal effect; % of control where 0% means no effect; nearly all actives have a fitted effect of over 60% in size
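Rab9 promoter-driven luciferase in stably transfected Huh7 cells; 1500 cells/well rested 2 h, exposed to compound in DMSO for 24 h at 37 °C, 5% CO2. Luminescence read 10 min after adding luciferase reagent at ambient temperature.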
RORg inh: qHTS for inhibitors of ROR gamma transcriptional activity. Nuclear receptor ROR-gamma (Mus musculus), P51450. Drosophila S2 Gal4-RORgamma UAS-luciferase reporter, 20 h. Potency, µM (highest dose often 53.6 µM), for the others: top-dose activity change, negative = inhibition, most hits filed as inhibitors. 5.4% of 310,000 active; note: potency is the fitted concentration of half-maximal effect; % is set by controls: 0 for no effect and ±100 for the full control effect; nearly all actives have a fitted effect of over 60% in size
Target sequence (P51450 whole entry, looked up, the tested form may be a part): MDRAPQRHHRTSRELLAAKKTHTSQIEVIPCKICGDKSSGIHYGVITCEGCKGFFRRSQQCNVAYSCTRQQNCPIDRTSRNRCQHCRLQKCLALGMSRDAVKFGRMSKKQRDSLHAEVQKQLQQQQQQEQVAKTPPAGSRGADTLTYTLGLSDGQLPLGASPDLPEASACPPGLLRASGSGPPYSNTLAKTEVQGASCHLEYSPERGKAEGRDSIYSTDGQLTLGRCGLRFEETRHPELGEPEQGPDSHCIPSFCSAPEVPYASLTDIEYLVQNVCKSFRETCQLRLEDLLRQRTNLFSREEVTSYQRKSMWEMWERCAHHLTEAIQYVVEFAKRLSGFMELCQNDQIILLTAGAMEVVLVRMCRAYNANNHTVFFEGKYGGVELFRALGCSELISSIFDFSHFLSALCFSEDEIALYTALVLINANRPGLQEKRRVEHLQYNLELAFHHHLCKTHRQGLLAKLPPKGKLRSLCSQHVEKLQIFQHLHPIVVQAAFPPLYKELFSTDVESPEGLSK
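ROR gamma transcriptional activity was tracked as Gal4-UAS luciferase output in stably transfected Drosophila Schneider cells, with compound added 1 hr before 700 uM copper sulfate induction and a 20 hr ambient-temperature incubation.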
TRPV1 agonist: HTS Assay for Compounds that Act as Agonists of the Vanilloid Receptor 1. Transient receptor potential cation channel subfamily V member 1 (Homo sapiens), Q8NER1. TRPV1-expressing cells, Fluo-8 calcium influx, agonist mode. activation, % at 8.33 µM. 0.19% of 320,000 active; in the data active = activation above about 80%; inconclusive = between about 30% and that limit; note: 0% is about no effect
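Fluo-8 calcium influx in TRPV1-expressing cells, kinetic read (ex 480/em 520 nm). Compound added and read 3 min for agonist activity, followed by capsaicin at EC20 final and 2 min further read for enhancement.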
ELG1 DNA repair: qHTS screen for small molecules that inhibit ELG1-dependent DNA repair in human embryonic kidney (HEK293T) cells expressing luciferase-tagged ELG1; Potency, µM (series often up to 46.1 µM), without a hit: at the highest dose activity change, negative = inhibition, hits mostly inhibitors; HEK293T ELG1-luciferase reporter, luminescence, 16 h; DNA damage induced by 5-fluorouridine; AID 504467, 2011; 2.3% of 330,000 active; note: potency is the fitted concentration of half-maximal effect; % is set by controls: 0 for no effect and ±100 for the full control effect; nearly all actives have a fitted effect of over 55% in size
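DMSO vehicle served as the neutral condition. Each well held 2,000 cells given 5-fluorouridine plus compound; after 16 hr at 37 °C/5% CO2, ONE-Glo was added and luciferase measured 30 min later.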
* hit, by the source's call; ? = inconclusive; · = not tested or not shown; [ ] = another dose, or the depositor's remark. Unless noted, calls come from the whole dose curve; as a rule, active = well fitted curve in the direction sought with a large enough effect; inconclusive = small, poorly fitted or top-dose-only effect, or another doubt; inactive = no such curve, though single readings can be large; an effect the other way counts as inactive or inconclusive. Not a hit list; about 15% have a hit in one of these screens.

The first 2 records, to show the layout:
nr | smiles | VP16 counter | p53 reactivator | Tb PFK inh | ELG1 genotox | NPC1 promoter act | FLuc counter | BRCA1 expr up | Rab9 prom act | RORg inh | TRPV1 agonist | ELG1 DNA repair
1 | CCS(=O)(=O)NCC(c1cccnc1)N1CCN(c2ccccc2OC)CC1 (stereo not given) | 3% | 6% | 6% | 1% | -1% | -1% | -4% | -10% | -4% | -1 | 1%
2 | COc1cc2[nH]c(=S)nc(NCc3cccnc3)c2cc1OC | -6% | 0% | -1% | 0% | -2% | 1% | -23% | -1% | 1% | -2 | ?

Results (from the top)
nr | smiles | VP16 counter | p53 reactivator | Tb PFK inh | ELG1 genotox | NPC1 promoter act | FLuc counter | BRCA1 expr up | Rab9 prom act | RORg inh | TRPV1 agonist | ELG1 DNA repair
1 | CCS(=O)(=O)NCC(c1cccnc1)N1CCN(c2ccccc2OC)CC1 (stereo not given) | 3% | 6% | 6% | 1% | -1% | -1% | -4% | -10% | -4% | -1 | 1%
2 | COc1cc2[nH]c(=S)nc(NCc3cccnc3)c2cc1OC | -6% | 0% | -1% | 0% | -2% | 1% | -23% | -1% | 1% | -2 | ?
3 | CCCCNC(=O)c1ccc2c(OCC)n(CCCC)nc2c1 | 1% | -4% | 7% | 0% | 1% | -2% | -1% | 4% | 15% | -1 | -13%
4 | Brc1ccc2ncnc(NCc3cccnc3)c2c1 | 4% | -3% | 3% | -17% | 4% | 2% | -24% | 1% | 16% | · | 8.2µM*
5 | Cc1ccc(-n2c(O)c(C=NCc3ccccn3)c3ccccc3c2=O)cc1 | ? | -3% | 3% | 2% | 3% | 2% | -32% | -5% | -11%[10 µM] | 3 | -1%
6 | COCc1nnc(NC(=O)c2sc3ccccc3c2Cl)s1 | ? | ? | -1% | ? | ? | 5.4µM* | ? | ? | 8% | -2 | ?
7 | COC(=O)c1cc(NC(=O)c2cc3ccccc3o2)cc(C(=O)OC)c1 | ? | -11% | 0% | -8% | -4% | ? | -32% | 10% | ? | 7 | ?
8 | Cc1ccc(N(CC(=O)NC2CCCCC2)C(=O)CCC(=O)Nc2nccs2)cc1 | -5% | 4% | 3% | 7% | 0% | 1% | -30% | 7% | -3% | 0 | -5%
9 | Cc1ccc(C(=O)CSc2ccc(-c3ccccc3)nn2)cc1 | -3% | 8% | -4% | 2% | 2% | ? | 38% | 0% | 8% | 18 | 11%
10 | N/C(Cc1ccc([N+](=O)[O-])cc1)=N\OC(=O)c1ccccc1Br | 11µM* | 0% | 0% | 2% | 1% | -15% | -21% | -1% | ? | 0 | -10%
11 | COc1ccc(C2CC(C(F)(F)F)n3ncc(C(=O)Nc4c(C)n(C)n(-c5ccccc5)c4=O)c3N2)cc1 (stereo not given) | -2% | 29% | 2% | 0% | -7% | 5% | -1% | -7% | 18% | 3 | -18%
12 | O=C1Nc2ccccc2/C1=N\N=C\C1=C(N2CCOCC2)C(=C\c2ccccc2)/CC1 | 7% | 16% | -4% | -10% | 1% | ? | · | 2% | -25% | 5 | ?
13 | Cc1ccc(Cl)cc1N1CCN(S(=O)(=O)c2ccc3[nH]c(=O)c(=O)[nH]c3c2)CC1 | 5% | -5% | -5% | 0% | -3% | ? | -31% | -4% | 3% | 2 | -12%
14 | C[C@@H](NC(=O)c1nc[nH]c1C(=O)N(C)Cc1ccccc1)c1ccccc1 | · | -19% | 5% | 0% | -1% | 3% | 1% | 0% | · | 9 | 1%
15 | COC(=O)N[C@@H]1C[C@H]2[C@@H]3CC[C@H]4C[C@@H](OC)CC[C@]4(C)[C@H]3CC[C@@]12C | · | -10% | -3% | 4% | 0% | -21% | -15% | -2% | · | 19 | 20%
16 | O=C(CCc1nc2ccccc2c(=O)[nH]1)Nc1ccc(Cl)c(Cl)c1 | 16% | 0% | -8% | 0% | 0% | 2% | -11% | -5% | 26% | 3 | -4%
17 | O=C(CCc1ccccc1)N1CCN(c2ccc(Cl)cc2)CC1 | -2% | · | · | · | · | 2% | 9% | · | 27% | ? | ·
18 | COc1ccc([N+](=O)[O-])cc1N(CC(O)CN1C(=O)NC(C)(C)C1=O)S(=O)(=O)c1ccccc1 (stereo not given) | 0% | -2% | -3% | 4% | -8% | 0% | -23% | -4% | 16% | 3 | -5%
19 | C#CCCCc1nc2ccccc2c(=O)n1N | 2% | 0% | 4% | 4% | -1% | 3% | 1% | 0% | -9% | -1 | 4%
20 | CCOc1ccc(CN2CCNC(=O)C2CC(=O)NCc2csc(C)n2)cc1 (stereo not given) | -5% | 2% | -9% | 3% | -8% | -1% | -10% | -3% | 0% | 10 | 8%
21 | CCn1c(SCC(=O)N/N=C/C=C/c2ccco2)nnc1-c1ccccc1 | -4% | 3% | ? | 1% | -5% | ? | 7% | -7% | 24% | -3 | -2%
22 | COc1cccc(-c2cnc(OC(C)(C)C)nc2OC(C)(C)C)c1 | 1% | -2% | -4% | -1% | -2% | 2% | 0% | -3% | ? | ? | 8%
23 | COC(=O)[C@]1(C)N[C@H](c2ccc(-c3cccc(Cl)c3)c(OC)c2)[C@@H]2C(=O)N(C)C(=O)[C@@H]21 | · | -8% | -7% | 0% | · | · | -3% | · | · | · | -19%
24 | COc1ccc2cc(CN(Cc3cccnc3)S(=O)(=O)c3ccccc3)c(=O)[nH]c2c1 | -15% | -9% | 5% | -5% | 23% | 1% | -20% | -4% | 34% | 6 | ?
25 | COc1ccc(NC(=O)/C=C/c2cccc(C(F)(F)F)c2)cn1 | -9% | -12% | -9% | -22% | -2% | ? | 30% | -1% | 9% | ? | 18µM*
26 | CCOCCn1c(C(C)O)nc2ccccc21 (stereo not given) | -7% | 22% | 4% | -3% | -2% | -18% | 33% | -2% | -19% | -2 | ?
27 | CCOC(=O)N1CCN(C(=O)CN(C2CCCCC2)S(=O)(=O)c2ccc(F)cc2)CC1 | 11% | -6% | -3% | -1% | -3% | 0% | 12% | -13% | -4% | 10 | 5%
28 | COc1cccc(/C=N/NC(=O)C(=O)N/N=C/c2cccc(OC)c2OC)c1OC | -1% | · | 1% | · | -3% | 2% | -6% | 2% | -6% | 2 | ·
29 | COC(=O)CN1C(=O)[C@H]2[C@@H](/C=C/c3ccccc3)N3C(=O)CN(CCO)C(=O)[C@@]3(Cc3ccccc3)[C@H]2C1=O | 7% | · | 0% | 5% | -3% | 0% | 4% | -1% | -2% | 2 | 3%
30 | CCC(=O)n1nc(-c2ccc(Cl)cc2)nc1NCc1ccccc1 | 12% | 6% | -1% | 21µM* | 18% | -2% | 62% | ? | ? | 1 | ?
31 | O=C(NCCC(=O)N(Cc1ccco1)Cc1cccs1)c1ccccc1Cl | · | 2% | -2% | -11% | -3% | 6% | -14% | -7% | · | ? | ?
32 | O=C(COC(=O)c1cc(=O)[nH]c2ccccc12)NCc1ccc(Cl)cc1 | · | -1% | -2% | 1% | -8% | -3% | 0% | -6% | · | 0 | 3%
33 | COc1cc(/C=C2\C(=N)N3N=C(S(=O)(=O)CC(C)C)SC3=NC2=O)ccc1OC(=O)c1ccco1 | -6% | 4% | 4% | -1%[9.26 µM] | 1% | ? | · | 0% | -11% | 2 | 9%
34 | Cc1ccc(-n2nc3c(c2NC(=O)c2ccc(F)c(F)c2)CS(=O)(=O)C3)cc1 | -6% | -9% | 2% | -6% | 2% | -2% | -36% | 0% | 14% | 4 | ?
35 | Fc1cccc(NC(=S)NCc2ccccc2Cl)c1 | 11µM* | 3% | 1% | -5% | 2% | 3% | -33% | 0% | 7.1µM* | · | 0%
36 | NC(=O)c1ccccc1OCC(=O)Nc1ccc(Cl)c(Cl)c1 | ? | 16% | -6% | 1.2µM* | 0.35µM* | 0.67µM* | 55% | 0.35µM* | -32% | 21 | ?
37 | COc1ccc(CN2CCCC(C(=O)c3cccc(C(F)(F)F)c3)C2)cc1O (stereo not given) | 15% | -4% | -5% | -6% | 0% | -3% | -2% | -4% | -12% | 23 | -4%
38 | COc1ccc(-n2c(SCc3cn4c(C)cccc4n3)nc3ccccc3c2=O)cc1OC | -10% | -7% | 1% | -7% | -5% | -5% | -55% | 12% | ? | 23 | ?
39 | C/C(CC(=O)NC1CCCCC1)=N\NC(=O)c1ccccc1C | -4% | -3% | 11% | 0% | 1% | -1% | 0% | -5% | -1% | 3 | 0%
